Bioassay records: PubChem, National Center for Advancing Translational Sciences (NCATS)
TRHR PAM: allosterically enhances the human TRH receptor; P34981; TRHR cells, fluo-8 calcium fluorescence, EC20 TRH enhancement; enhancement, % at 2 µM; hit rate 0.66% among 360,000; AID 493056; in the data active means enhancement above about 30%; further: 0% is about no effect
Target sequence (P34981 whole entry, looked up): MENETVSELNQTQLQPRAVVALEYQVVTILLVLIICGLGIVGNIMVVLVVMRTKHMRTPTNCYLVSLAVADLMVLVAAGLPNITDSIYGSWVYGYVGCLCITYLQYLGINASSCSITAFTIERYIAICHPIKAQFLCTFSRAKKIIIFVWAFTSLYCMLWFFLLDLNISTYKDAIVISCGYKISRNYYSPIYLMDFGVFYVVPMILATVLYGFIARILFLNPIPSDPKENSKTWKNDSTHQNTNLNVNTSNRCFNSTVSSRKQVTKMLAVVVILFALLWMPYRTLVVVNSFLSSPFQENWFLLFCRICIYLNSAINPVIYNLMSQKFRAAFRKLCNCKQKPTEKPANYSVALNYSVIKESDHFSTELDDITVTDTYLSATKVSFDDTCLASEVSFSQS
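TRHR-expressing cells loaded with fluo-8 calcium dye were read kinetically (ex 480/em 530) during compound addition, then stimulated with an EC20 of TRH (10 nM final). Enhancement of the Gq-mediated intracellular calcium response was scored.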
D2 ag: agonists of human D2 dopamine receptor; AID 485358; activation, % at 2 µM; HEK293 T-REx D2 cells, calcium flux agonist mode; hit rate 0.53% among 340,000;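 active means activation over 3 SD above normal in the single-dose calcium agonist read, cut at about 30% in these data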; further: 0% is about no effect
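Tetracycline-induced HEK293 Trex cells with D2 receptor force-coupled to calcium signaling, plated overnight at 30 C and loaded with no-wash calcium dye. Calcium flux read kinetically for 180 s after compound addition; responses flag agonists.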
TRHR agonist: activates the human TRH receptor; P34981; TRHR cells, calcium flux fluo-8, FDSS agonist mode; activation, % at 2 µM; hit rate 0.18% among 360,000; AID 493084; further: 0% is about no effect
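Steps: seed TRHR cells overnight; add fluo-8 no-wash Ca dye, RT 30 min–1.5 h; record 10 s baseline; pin-transfer compounds; monitor fluorescence 1 cycle/s for the agonist window. Calcium increases flag candidate agonists.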
D1 potentiator: potentiators of human D1 dopamine receptor | P21728 | HEK293 TREx D1 cells, calcium flux, dopamine EC20 potentiation | potentiation, % at 10 µM | hit rate 0.036% among 360,000 | AID 504651; in the data active means potentiation above about 30%; further: 0% is about no effect
Target sequence (P21728 whole entry, looked up): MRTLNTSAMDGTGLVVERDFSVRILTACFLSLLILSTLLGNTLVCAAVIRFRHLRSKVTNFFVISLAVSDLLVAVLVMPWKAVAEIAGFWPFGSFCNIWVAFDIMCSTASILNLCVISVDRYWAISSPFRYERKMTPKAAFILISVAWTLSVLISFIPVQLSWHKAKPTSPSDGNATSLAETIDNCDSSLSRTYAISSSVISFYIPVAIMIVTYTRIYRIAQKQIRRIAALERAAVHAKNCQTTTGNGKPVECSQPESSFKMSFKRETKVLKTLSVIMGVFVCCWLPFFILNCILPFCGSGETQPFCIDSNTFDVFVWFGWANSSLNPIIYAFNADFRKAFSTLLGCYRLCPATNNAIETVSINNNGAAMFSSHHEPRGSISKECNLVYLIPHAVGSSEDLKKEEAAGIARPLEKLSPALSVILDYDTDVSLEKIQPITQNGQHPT
D1 ag: agonists of human D1 dopamine receptor; P21728; HEK293 T-REx D1 cells, calcium flux, agonist mode; activation, % at 2 µM; hit rate 1% among 360,000; AID 504660; further: 0% is about no effect
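Tetracycline-induced HEK293 TREx D1 cells, force-coupled to calcium signalling, were dye-loaded with a no-wash calcium kit. Compound was pin-added after a 10 s baseline. Fluorescence was read kinetically at 1 cycle/s for 180 s, with calcium rises flagged as agonism.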
RXFP1 antag: RXFP1 (human) relaxin receptor antagonism. HEK293-RXFP1, relaxin-stimulated cAMP HTRF, 30 min; stronger effect = lower value. Q9HBX9. activity change, negative = inhibition, % at 57.5 µM. AID 1259400. hit rate 0.59% among 350,000;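 active means activity change of -60% or lower, but not beyond a set lower limit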; further: on the % scale 0 is the no-effect control and ±100 the full control effect
D2 PAM: positively modulates the human D2 dopamine receptor allosterically | HEK293 T-REx D2, calcium flux, EC20 dopamine potentiation | hit rate 0.34% among 340,000 | AID 485347 | P14416 | potentiation, % at 10 µM;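 active means potentiation over 3 SD above the plate norm, cut at about 30% in these data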; further: 0% is about no effect
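Potentiation of an EC20 dopamine calcium response measured kinetically over 180 s, after a preceding 180 s compound-only read flagging agonists. Cells: inducible Hek293 Trex D2 line, 4000/well, cultured overnight at 30 C before dye loading.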
D2 antagonist: antagonists of human D2 dopamine receptor | P14416 | inhibition, % at 10 µM | hit rate 2% among 340,000 | HEK293 TREx D2 cells, calcium flux, dopamine EC80 | AID 485344; in the data active means inhibition above about 30%; further: 0% is about no effect
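Dopamine at EC80 is the agonist stimulus; test compounds precede it by 180 s. Calcium flux read kinetically in a force-coupled, inducible HEK293 T-REx D2 cell line.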
D1 antag: human D1 dopamine receptor antagonism. P21728. HEK293 TREx D1 cells, calcium flux, dopamine EC80; stronger effect = lower value. activity change, negative = inhibition, % at 10 µM. hit rate 3.2% among 360,000; in the data active means activity change below about -30%; further: on the % scale 0 is the no-effect control and ±100 the full control effect
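HEK293 T-REx cells expressing inducible, force-coupled D1 receptor; no-wash Ca dye, 30–90 min RT. Cmpd → 180 s read at 1 Hz → EC80 DA → 180 s read.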
An asterisk follows results filed as active; x = no result given. Unless noted, no stated cut-off is given here; in the data, active means activation above about 30%; inactive means the rest.

Results follow in this order: TRHR PAM	D2 ag	TRHR agonist	D1 potentiator	D1 ag	RXFP1 antag	D2 PAM	D2 antagonist	D1 antag
> C[C@H](NC(=O)c1nc[nH]c1C(=O)NC1CCN(C(=O)OC(C)(C)C)CC1)C(=O)OCc1ccccc1
    5	1.0	0.2	-2	-2	x	1	1	-2
> CC1(C)Cc2nc3scc(NC(=O)c4ccccc4)c3cc2CO1
    -3	-0.1	-0.2	1	2	3	-3	-4	2
> Cc1c(C)n(CCC#N)c2ccc(Cl)cc12
    0	-1.0	0.0	-5	1	x	5	-11	-7
> CCOC(=O)c1ccc(-c2ccc3c(c2)CCC3)nc1C
    4	0.6	0.0	10	1	3	1	1	7
> COc1cccc(CNC(=O)c2ccc3c(c2)N(C)CCS3)c1OC
    -6	0.5	-0.8	-10	2	20	10	9	7
> CCOC(=O)c1cccc(NC(=O)C2CCN(S(=O)(=O)c3cn(C)cn3)CC2)c1
    1	1.5	-0.1	0	-1	8	2	x	-6
> COc1ccc(NC(=O)CCS(=O)(=O)c2ccccc2Cl)cc1S(=O)(=O)Nc1ccc(Cl)cc1
    4	1.3	0.2	-5	5	-5	11	-9	-12
> O=C(c1cc(COc2ccc3ncccc3c2)on1)N1CCCCCC1
    -12	-0.3	0.5	4	18	-9	5	10	-3
> CC1CCCC(NS(=O)(=O)c2cc(Br)cnc2N)C1C (stereo not drawn)
    -9	-0.1	-0.3	8	2	11	1	4	7
> Cc1ccc(C(=O)NC(=S)N2CCN(c3ccc([N+](=O)[O-])cc3)CC2)cc1
    -7	0.0	-1.4	-4	-1	x	6	7	-8
> O=C1c2ccccc2-c2nnc(-c3ccc(O)cc3)cc21
    -2	-0.8	0.2	0	-1	-10	14	-13	-6
> O=S(=O)(c1ccc(Oc2ccc(S(=O)(=O)N(CCO)CCO)cc2)cc1)N(CCO)CCO
    21	1.0	0.2	-1	-2	-1	8	-1	-15
> O=C(/C=C/c1ccc(Cl)cc1)NCCc1ccccc1
    -1	0.6	-1.3	4	-1	5	-7	24	-9
> CCOC(=O)Nc1ccc2c(c1)N(C(=O)N1CCN(C)CC1)c1ccccc1CC2
    -1	0.4	0.4	-6	7	-2	-6	11	2
> C/C(=N\Nc1nncc2ccccc12)c1ccc(O)cc1
    -5	-0.2	-0.5	-1	3	14	-14	20	-11
> Cc1ccc(NC(=O)C2CC(=O)N(c3ccc4c(c3)OCCO4)C2)cc1S(=O)(=O)N(C)C (stereo not drawn)
    -3	-1.2	-0.9	-4	2	-14	-8	-10	4
> Cc1ccc(-c2nnc(Nc3ccc(Br)cc3)c3ccccc23)cc1S(=O)(=O)N1CCN(C)CC1
    -2	-0.2	0.2	-2	4	5	4	x	-18
> Cc1ccc(OCC(=O)NCCCNC(=O)c2cnccn2)cc1C
    2	-0.4	-0.9	0	2	-7	4	-5	-5
> CCCCCn1nc(-c2ccccc2)c2nc3ccccc3nc21
    10	x	26	7	37*	3	12	x	21
> Cc1ccc(C(=O)NCc2ccc3c(c2)OCO3)cc1Cl
    -7	0.1	-0.6	-6	0	6	0	-17	-5
> CCOc1ccc(NC(=O)Cn2c(=O)n(CCCCC(=O)NCCc3ccc(Cl)cc3)c(=O)c3ccccc32)cc1
    3	-0.3	-0.5	2	0	x	0	x	4
> CC1CCCN(C(=S)NCCc2ccccc2)C1 (stereo not drawn)
    -4	-1.1	0.2	-8	0	4	-3	11	-8
> Cc1cccnc1NS(=O)(=O)c1cccc([N+](=O)[O-])c1
    9	0.1	-0.7	0	2	-10	7	-7	-15
> COCCN(C(=O)CSc1nnc(-c2ccccc2F)n1N)c1c(N)n(Cc2ccccc2)c(=O)[nH]c1=O
    12	1.3	0.6	1	0	0	5	-6	-1
> CCc1cc(=O)[nH]c(SCCc2ccccc2)n1
    -2	-1.1	-0.2	-8	1	2	-6	-8	23
> C=C(C)Cn1c(N(CCO)Cc2ccccc2)nc2c1c(=O)[nH]c(=O)n2C
    -2	x	-0.6	1	-1	-17	x	x	3
> CC(C(=O)OCC(=O)c1cccc([N+](=O)[O-])c1)N1C(=O)C2C3C=CC(C3)C2C1=O (stereo not drawn)
    -4	0.2	0.2	-6	4	11	9	13	-13
> CCOc1ccc(N2C(=O)CC(N(CCc3ccc(S(N)(=O)=O)cc3)C(C)=O)C2=O)cc1 (stereo not drawn)
    -7	0.3	0.6	-2	1	-2	5	25	-3
> COc1ccc(NC(=O)CSc2nc(-c3ccncc3)nn2CC(=O)N2CCCC2)cc1
    3	-0.9	-0.3	0	0	26	-4	13	-3
> CCOC(=O)c1c(NC(=O)N/N=C/c2ccccc2OCC)sc(C(C)=O)c1C
    1	-1.0	0.0	-5	1	1	-1	1	-7
> Cc1ccc(Sc2cc(C(=O)c3ccccc3C(=O)O)ccc2[N+](=O)[O-])cc1
    -1	-0.6	0.0	-1	0	-7	8	-12	-3
> COc1cc(-c2cc(C(=O)Nc3nc4ccccc4s3)c3ccccc3n2)cc(OC)c1OC
    -1	0.7	0.3	-8	2	-6	0	-4	19
> O=C(CSc1nnnn1-c1ccccc1)NCC1(N2CCCCC2)CCCCC1
    -3	-0.1	-0.3	-3	1	5	-3	7	1
> O=C(c1ccc(NC2=NC3CS(=O)(=O)CC3S2)cc1)N1CCN(c2ccc([N+](=O)[O-])cc2)CC1 (stereo not drawn)
    3	1.5	-0.4	-4	2	18	-10	-8	-20
> CN(C)S(=O)(=O)Nc1ccc(Br)cc1F
    3	x	-0.4	4	-1	6	x	x	9
> CCn1c(SCC(=O)N2CCCc3ccccc32)nnc1-c1ccoc1C
    -9	-0.5	-0.3	-4	2	-3	22	0	8
> COc1cc(O)c(C(CC(=O)N2CCCC(C)C2)c2ccc3c(c2)OCO3)c(OC)c1 (stereo not drawn)
    -4	0.6	-0.2	1	3	x	-1	7	11
> C=CCn1c(=S)[nH]c2cc(C(=O)Nc3ccc(OC)c(OC)c3)ccc2c1=O
    -1	17	17	-4	3	-10	26	28	5
> CSc1nc(C)c2c(n1)N(c1ccc(C(F)(F)F)cc1)CC2
    8	-0.7	0.1	-5	2	1	5	1	2
> Cn1c(=O)c2[nH]c(SCC(=O)c3ccc(F)cc3)nc2n(C)c1=O
    0	-0.1	0.2	1	0	-1	22	0	-3

Record cards (already shown). Screens in order: TRHR PAM	D2 ag	TRHR agonist	D1 potentiator	D1 ag	RXFP1 antag	D2 PAM	D2 antagonist	D1 antag
Listed for CCOc1ccc(N2C(=O)CC(N(CCc3ccc(S(N)(=O)=O)cc3)C(C)=O)C2=O)cc1 (stereo not drawn) → -7	0.3	0.6	-2	1	-2	5	25	-3
Listed for O=C(CSc1nnnn1-c1ccccc1)NCC1(N2CCCCC2)CCCCC1 → -3	-0.1	-0.3	-3	1	5	-3	7	1
Listed for COc1cc(-c2cc(C(=O)Nc3nc4ccccc4s3)c3ccccc3n2)cc(OC)c1OC → -1	0.7	0.3	-8	2	-6	0	-4	19
Listed for Cc1ccc(Sc2cc(C(=O)c3ccccc3C(=O)O)ccc2[N+](=O)[O-])cc1 → -1	-0.6	0.0	-1	0	-7	8	-12	-3
Listed for Cn1c(=O)c2[nH]c(SCC(=O)c3ccc(F)cc3)nc2n(C)c1=O → 0	-0.1	0.2	1	0	-1	22	0	-3

(continued)
Results follow in this order: TRHR PAM	D2 ag	TRHR agonist	D1 potentiator	D1 ag	RXFP1 antag	D2 PAM	D2 antagonist	D1 antag
> CCOCCCNC(=O)c1cc2c(=O)n3cccc(C)c3nc2s1
    9	-0.7	0.6	0	0	-3	1	-17	-1
> O=C(N/N=C\c1cccc(F)c1)c1ccc(-c2ccccc2)cc1
    15	-1.1	1.0	3	2	-8	-1	-12	-6
> COc1ccc(NC(=O)c2ccccc2N(Cc2ccccc2)S(C)(=O)=O)cc1
    -2	3.0	-0.4	-6	5	2	-8	0	2
> Cc1cc(C)cc(NC(=O)NC2CCCCCCC2)c1
    -4	0.1	-0.2	-6	5	-15	4	18	-13
> COc1ccc(S(=O)(=O)Cc2ccc(C(=O)NC3CC3)o2)cc1
    4	0.6	0.5	1	4	x	3	5	-3
> COc1ccc(CCNC(=O)C2CC(=O)N(C3CCCCCCC3)C2)cc1OC (stereo not drawn)
    -6	0.4	0.1	-2	2	2	-23	93*	-22
> Cc1ccc(-c2nn(CCC#N)cc2C=C(C#N)C#N)cc1
    9	0.0	0.3	0	0	-40	-8	18	-11
> COc1ccc(NC(=O)COCc2cc(-c3ccco3)on2)cc1
    -3	1.3	-0.4	-2	-1	-6	-10	x	8
> Cc1ccc(NC2=NC(c3ccc(C)cc3)n3c(nc(C)cc3=O)N2)cc1 (stereo not drawn)
    1	1.6	-1.2	-2	2	-2	-2	-25	-4
> Cc1ccc(NC(=O)CSc2ncnc3c2sc2ccccc23)cc1C
    3	-0.6	-0.2	0	-1	-2	17	x	20
> CCCNC(=O)Cn1c(=O)oc2ccccc21
    -5	1.5	0.6	2	1	-7	1	-1	7
> CCN(CC)C(=O)CN1C(=O)NC2(CCc3ccccc3C2)C1=O (stereo not drawn)
    2	2.0	0.6	-5	3	0	-4	5	5
> CCOc1ccc(-n2ccnc(SCC(=O)Nc3ccc(OC)cc3OC)c2=O)cc1
    12	0.1	-0.1	-2	3	-9	6	-3	0
> CCCCC(=O)NCCc1cc2ccc(OC)cc2[nH]c1=O
    -5	0.3	-0.4	-3	-1	7	22	-4	-4
> N#Cc1cc2cc3c(cc2nc1SCC(=O)N1CCOCC1)OCO3
    2	x	-0.1	2	0	24	x	x	5
> CCOC(=O)CNC(=S)NN(C)C
    -2	0.9	0.5	3	4	-2	2	-6	10
> O=C(Nc1c(-c2ccccc2)nc2ccccn12)c1ccc(Br)cc1
    0	-0.8	0.3	1	-1	x	18	x	-9
> CCOC(=O)N1CCN(C(=O)CNC(=O)c2ccc(Br)o2)CC1
    2	0.0	-0.4	-3	1	-3	9	14	30
> Nc1nc[nH]c(=O)c1N=Cc1ccccc1
    -2	-0.9	0.8	-1	2	-16	11	0	-20
> Cc1cc(C(=O)Nc2ccc3c(c2)OCCO3)c2ccccc2n1
    -5	-0.5	-1.1	-3	1	-29	-10	3	17
> NC(=O)CCC(NC(=S)Nc1ccccc1)C(=O)O (stereo not drawn)
    3	0.4	3.8	-1	3	5	10	-2	-4
> COc1ccc(N2CC(NC(=O)c3cc4ccccc4o3)CC2=O)cc1 (stereo not drawn)
    -1	-0.2	-0.2	-2	-1	-6	7	x	x
> CCCCCN(C(=O)CCC(=O)OCC(=O)N1CCCC(C)C1)c1c(N)n(CCCC)c(=O)[nH]c1=O (stereo not drawn)
    4	0.9	-1.2	0	1	9	-1	5	2
> CCCSc1nnc(N2C(=O)C(O)=C(C(=O)c3ccco3)C2c2ccccc2F)s1 (stereo not drawn)
    -3	0.0	29	-4	97*	-1	14	-14	-15
> C=CCN1N=C(c2ccc(NC(=O)c3ccccc3)cc2)CSC1=O
    2	-0.8	1.0	0	1	7	8	3	-7
> Cc1ccc(NC(=O)c2cc(S(=O)(=O)N3CCC(C)CC3)cn2C)cc1Cl
    5	-0.3	-0.3	-1	3	x	-9	x	4
